Source: PubChem
PTHR1 ag: activates the human parathyroid hormone receptor PTHR1; Q03431; HEK293 GP2 PTHR1 cells, GloSensor cAMP luminescence, 1 h; Potency, µM (series often up to 115 µM), for inactives: at the top dose activation, most hits filed as activators; hit rate 0.075% among 410,000; AID 743266; also: potency is read from the fitted curve at half-maximal effect; nearly all actives have a fitted effect of over 55% in size; some results filed as inactive show a strong effect at the top dose; inactives centre near -15; many of its hits are not listed in these tables
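HEK-293-derived GP2 cells expressing PTHR1 and a GloSensor cAMP reporter, 3,000/well, plated overnight, given luciferin plus IBMX (each 0.5 mM as added) for 1 h at 37 °C, then compound for 1 h at 37 °C. Luminescence was read after 15 min at room temperature.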
Abeta rescue: compounds reversing amyloid beta toxicity in yeast. hit rate 0.063% among 410,000. yeast expressing A-beta42, growth rescue, OD600, 48 h; response scale: 0% DMSO, 100% iron-clioquinol control. Potency, µM (titrated, usually from 46.1 µM), for inactives: at the highest dose growth rescue, usual class: activators; also: potency is read from the fitted curve at half-maximal effect; nearly all actives have a fitted effect of over 55% in size
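Growth rescue measured by 600 nm absorbance after 48 h yeast culture at 30 C with compound. Values normalized between DMSO and an equimolar ferric chloride plus clioquinol control.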
TDP-43 yeast inh: TDP-43 toxicity inhibition in yeast; TDP-43 expressing yeast growth rescue, BacTiter-Glo, 24 h; Potency, µM (titrated, usually from 46.1 µM), for inactives: at the highest dose growth rescue (activation), hits mostly activators; hit rate 1.8% among 410,000; also: potency is read from the fitted curve at half-maximal effect; % of control where 0% means no effect; nearly all actives have a fitted effect of over 50% in size
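Yeast expressing TDP-43 (pregrown in raffinose, seeded at OD600=0.02 in galactose medium) exposed to compounds 24 hr at 30 deg C. Growth read by BacTiter-Glo luminescence; rescue of toxicity appears as increased signal.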
D3 antag: blocks the human D3 dopamine receptor | D3R cells, DiscoveRx beta-arrestin luminescence, antagonist mode; hits give low values | P35462 | hit rate 2.5% among 360,000 | max response, negative = inhibition, %; in the data active = max response below about -50%; inconclusive = no clear call, values can overlap the other calls; also: % is scaled to controls: 0 for no effect and ±100 for the full control effect; mostly tested at two doses, the higher about 12 µM
Target sequence (P35462 whole entry, looked up): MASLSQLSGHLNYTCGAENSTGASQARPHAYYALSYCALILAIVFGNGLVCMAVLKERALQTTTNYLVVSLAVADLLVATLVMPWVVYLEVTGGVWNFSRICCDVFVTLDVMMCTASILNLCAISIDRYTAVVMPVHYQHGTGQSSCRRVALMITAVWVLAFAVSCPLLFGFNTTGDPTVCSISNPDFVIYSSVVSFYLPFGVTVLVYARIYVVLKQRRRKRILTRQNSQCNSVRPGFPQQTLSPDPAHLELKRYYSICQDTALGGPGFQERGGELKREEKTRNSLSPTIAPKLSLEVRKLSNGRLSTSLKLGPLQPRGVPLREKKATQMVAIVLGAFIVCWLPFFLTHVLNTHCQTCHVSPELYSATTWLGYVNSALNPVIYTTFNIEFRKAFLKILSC
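Cells expressing the human receptor were seeded at 1500 cells/well, incubated overnight at 37 degrees C in 5% CO2, then exposed to library compounds with dopamine controls for 90 minutes at 37 degrees C before luminescent detection.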
pAkt inh: blocks phosphorylation of Akt; Neuro2A IGF-stimulated pAkt S473 HTRF, 20 min; hits give low values; activity change, % for hits at 50 µM; hit rate 0.32% among 360,000; AID 651550; in the data active = activity change below about -80%; inconclusive = mostly about -51% to -80%; also: % is scaled to controls: 0 for no effect and ±100 for the full control effect
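Neuro2A cells in DMEM with 0.5% FBS, overnight at 37 deg C, given compound at single 50 µM final, then IGF (6 nM final) for 20 min at 37 deg C. Lysed; phospho-Akt Ser473 by HTRF after 24 h, 665/615 ratio.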
aSyn yeast inh: alpha-synuclein toxicity inhibition in yeast; Yeast expressing alpha-synuclein, growth rescue, BacTiter-Glo, 24 h; Potency, µM (highest dose often 46.1 µM), for inactives: top-dose growth rescue (activation), most hits filed as activators; hit rate 0.14% among 370,000; AID 652106; also: potency is read from the fitted curve at half-maximal effect; % of control where 0% means no effect; nearly all actives have a fitted effect of over 65% in size
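Rescue of yeast growth: cells expressing toxic alpha-synuclein, induced in galactose at OD600 0.02, incubated with compound 24 h at 30 C. ATP luminescence quantified growth; inhibitors of toxicity appear as activators.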
GLP1R ag: GLP-1 receptor (human) agonism; HEK293 GLP-1R CRE-luciferase, luminescence, 4-6 h; cells express a hypersensitive GLP-1R form; Potency, µM (highest dose often 45.6 µM), without a hit: top-dose activation, hits mostly activators; AID 624172; hit rate 0.007% among 380,000; P43220; also: potency is read from the fitted curve at half-maximal effect; % of control where 0% means no effect
Target sequence (P43220 whole entry, looked up): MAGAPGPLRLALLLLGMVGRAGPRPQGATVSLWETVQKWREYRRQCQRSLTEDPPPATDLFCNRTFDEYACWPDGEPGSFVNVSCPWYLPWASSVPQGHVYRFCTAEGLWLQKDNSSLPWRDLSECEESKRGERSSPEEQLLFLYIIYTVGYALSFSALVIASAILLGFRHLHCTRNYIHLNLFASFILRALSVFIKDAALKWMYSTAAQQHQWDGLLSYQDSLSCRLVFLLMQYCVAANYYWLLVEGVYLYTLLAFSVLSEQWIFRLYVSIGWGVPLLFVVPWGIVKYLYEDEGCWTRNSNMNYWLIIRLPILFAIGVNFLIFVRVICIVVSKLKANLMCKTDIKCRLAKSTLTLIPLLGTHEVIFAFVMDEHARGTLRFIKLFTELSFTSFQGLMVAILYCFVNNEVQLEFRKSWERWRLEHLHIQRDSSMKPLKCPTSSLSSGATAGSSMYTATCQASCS
GLP1R inv ag: GLP-1 receptor (human) inverse agonism | P43220 | Potency, µM (doses to about 38.3 µM), inactives show at the top dose activity change, negative = inhibition, hits mostly inhibitors | hit rate 1.6% among 410,000 | HEK293 GLP-1R CRE-luciferase, luminescence, 24 h; GLP-1R form is constitutively active; also: potency is read from the fitted curve at half-maximal effect; % is scaled to controls: 0 for no effect and ±100 for the full control effect; nearly all actives have a fitted effect of over 55% in size
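Assay principle: reduced luminescence from a cAMP-responsive reporter in HEK293 cells co-expressing a constitutively active GLP-1R. Conditions: 24 hr compound incubation, 37 deg C, 5% CO2.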
FUS suppressor: rescues growth of FUS-expressing yeast; S. cerevisiae FUS-expressing, growth rescue, OD600, 24 h; AID 1347120; hit rate 0.24% among 390,000; Potency, µM (doses to about 76.6 µM), inactives show at the highest dose growth rescue (activation), hits mostly activators;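 also: potency is read from the fitted curve at half-maximal effect; plate controls were DMSO vehicle for no effect and reference control for full effect; nearly all actives have a fitted effect of over 55% in size; some results filed as inactive show a strong effect at the top dose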
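Cultures pregrown in 2.5% raffinose medium are shifted to minimal medium containing 2% galactose to express toxic FUS. Compounds are tested at several concentrations. After 24hr at 30C, growth is quantified at 600 nm absorbance.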
Active calls of the source: *; i = inactive; ? = inconclusive; . = no result given; [ ] = remark or other dose. Unless noted, calls follow the shape of the dose curve; as a rule, active = well fitted curve in the direction sought with a large enough effect; inconclusive = small, poorly fitted or top-dose-only effect, or another doubt; inactive = no such curve, though single readings can be large; an effect the other way counts as inactive or inconclusive.

SMILES	PTHR1 ag	Abeta rescue	TDP-43 yeast inh	D3 antag	pAkt inh	aSyn yeast inh	GLP1R ag	GLP1R inv ag	FUS suppressor
CC(Sc1nnc(CN2CCCC2)n1Cc1ccccc1)C(=O)Nc1ccccc1 (stereo unspecified)	-4%	-2%	21%	1	i	1%[1.84 µM]	11%	7.9µM*	8%
CN(C)c1ccc2c3c(ccc(N(C)C)c13)C(=O)OC2	i	-8%	15%	19	i	0%	-5%	16%	6%
O=C(Nc1sc2c(c1C(=O)NCc1ccccc1)CCCC2)c1cc(=O)c2ccccc2o1	13%	-19%	-9%	.	.	.	.	0%	-6%
CCOC(=O)c1ccc(NC(=O)C(CC)(CC)C(=O)OCC)cc1	i	-6%	-2%	21	i	2%	2%	-14%	24%
O=C(NCC(F)(F)F)c1ccc(S(=O)(=O)N2CCN(C(=O)C3CCCO3)CC2)cc1 (stereo unspecified)	i	-11%	10%	10	i	-2%	6%	4%	7%
COC(=O)Cn1c(O)c(N=NC(=O)CNC(=O)c2ccc3c(c2)OCCO3)c2ccccc21	i	-24%	-11%	-28	i	-5%	-2%	21%	?
COc1ccc(CN(CC(=O)NCc2ccccc2)C(=O)CCC(=O)Nc2cc(C)ccn2)cc1	-7%	-4%	-8%	5	i	1%	16%	5%	16%
CCc1ccccc1NC(=S)N(Cc1ccc(C(=O)O)cc1)Cc1ccc(OC)c(OC)c1	i	6%	-9%[0.397 µM]	15	i	-6%	5%	38%[activator]	27%
CC(=O)c1ccc(Nc2nc(C(N)Cc3ccc(Cl)cc3)cs2)cc1 (stereo unspecified)	17%	-10%	-13%	-21	.	-23%	-3%	?	21%
Cc1cc(/C=N\O)c(C)n1-c1ccncc1	-25%[57.5 µM]	-3%	-2%	13	i	0%	-10%	23%	-13%
CCCc1nnc(SCC(=O)N2CCOCC2)n1CCCOC	-15%[57.5 µM]	-16%	-8%	?	i	0%	5%	8%	3%
OCCNCC(O)Cn1c2ccccc2c2ccccc21 (stereo unspecified)	-3%	-10%	-16%	-6	i	-4%	-4%	27%	-38%
COc1ccc(C(=O)COC(=O)CCn2c(C)csc2=O)c(OC)c1	-19%	2%	0%	29	i	15%	7%	-1%	0%
Cc1ccc([C@H]2N[C@]3(CCCN(Cc4ccccc4)C3=O)[C@H]3C(=O)N(C)C(=O)[C@@H]23)cc1	-29%	-3%	10%	-25	i	-3%	4%	-5%	-9%
Cc1cccc(CSc2ncc(Cl)c(C(=O)Nc3sc4c(c3C#N)CCCC4)n2)c1	-9%	-8%	-1%	.	.	.	.	8%	-18%
O=C(NCC(c1ccco1)N1CCN(c2ccccc2F)CC1)C(=O)NC1CCCCC1 (stereo unspecified)	-38%[inhibitor]	10%	1%	4	i	-12%	-5%	-25%	2%
CCCn1c(SCCC(=O)O)nc2ccccc21	-40%	-12%	-21%[9.22 µM]	6	i	2%	-2%	10%	13%
COc1ccc(C(C(=O)NCc2ccccc2)N(Cc2cccnc2)C(=O)c2snc(C(N)=O)c2N)cc1OC (stereo unspecified)	15%	-7%	-33%[inhibitor]	10	i	-8%	7%	7%	16%
COc1cccc(NC(=O)CNCc2ccccc2)c1	-5%	1%	23%	4	i	1%	0%	-11%	-24%
CCc1ccc(NC(=O)C(=O)NCCN2CCN(C(=O)c3ccc(OC)cc3)CC2)cc1	-32%[inhibitor]	-5%	6%	-12	i	-1%	-4%	-5%	-3%
Cc1cc(C)n(-c2nc3c(c(=O)[nH]c(=O)n3C)n2CC(O)COc2ccccc2)n1 (stereo unspecified)	i	-3%	2%	25	i	-5%	10%	-11%	-7%
CCc1ccc(N2CC(C(=O)Nc3nccs3)CC2=O)cc1 (stereo unspecified)	i	-4%	9%	-26	i	8%	1%	0%	-5%
NS(=O)(=O)c1ccc(NC(=S)Nc2ccc(OCc3ccccc3)cc2)cc1	i	?	4%	16	i	-1%	-3%	-1%	9%
CCOc1ccc(C2=NC(c3ccc(OC)cc3)=Nc3ccc(Cl)cc3N2)cc1	15%	1%	?	.	.	.	.	18%	5%
CC(=O)NCCn1c(SCC(=O)NCCC(C)C)nc2ccccc2c1=O	11%[57.5 µM]	-14%	-11%	-12	i	-26%	2%	-20%	18%
O=C(CCNC(=O)c1ccccc1Cl)Nc1nc2ccccc2s1	-28%	-4%	3%	-5	i	2%	5%	-13%	14%
Cc1cc(NC(=O)CSCC(=O)Nc2nc3ccccc3[nH]2)no1	i	6%	0%	1	i	0%	-4%	3%	-2%
COc1ccc(-c2noc(C3CCCN(S(=O)(=O)c4ccc(C)c(Cl)c4)C3)n2)cc1OC (stereo unspecified)	i	-19%	20%	15	i	7%	0%	7%	.
COC(=O)c1ccc(CN2C(=O)c3ccccc3S2(=O)=O)cc1	-32%[inhibitor]	0%	7%	-9	i	-3%	25%	5%	19%
CCCc1cc(C(=O)Nc2cnn(Cc3ccc(F)cc3)c2)no1	-7%	10%	21%	2	i	1%	-2%	?	-1%
CCOc1ccc(C(=O)Nc2c(C(=O)Nc3ccccc3F)oc3ccccc23)cc1OCC	-11%	4%	8%	.	.	.	0%	-3%	0%
COC(=O)c1ccc(Oc2cc(C)nc(NCc3ccccc3)n2)cc1	-3%[57.5 µM]	-5%	3%	-20	i	2%	12%	?	-6%
CCOc1ccc(-c2nnc(SCC(=O)NCc3ccccc3)o2)cc1	-60%[inhibitor]	0%	-9%	.	.	.	.	3%	15%
Cc1c(CCCN)c2ccccc2n1Cc1ccccc1	-1%	1%	-12%	2	i	6%	6%	?	25%
CCOc1ccc(OCC)c(NC(=O)CN2CCN(c3cccc(C)c3)C(C)C2)c1 (stereo unspecified)	-3%	-58%[inhibitor]	-5%	7	i	-16%	0%	?	16%
COc1ccc(N(CC(=O)N/N=C(\C)c2ccc(C)cc2)S(=O)(=O)c2ccccc2)cc1	i	0%	2%	8	i	-14%	18%	30%	-35%
COc1cccc(OC)c1OCC(O)CN1CCN(c2ccccc2)CC1 (stereo unspecified)	i	-6%	-8%	-9	i	-10%	10%	-14%	3%
CCCCc1cc(=O)oc2c(CN(C)C)c(O)ccc12	-38%[inhibitor]	2%	-12%	-21	i	1%	7%	8%	-1%
Cc1cc(NC(=O)CSc2nnnn2-c2ccc(F)cc2)no1	i	-2%	-3%	-17	i	5%	9%	-4%	6%
O=c1[nH]cnc(O)c1C(c1ccc2c(c1)OCO2)c1c(O)nc[nH]c1=O	i	1%	2%	30	i	-1%	-6%	4%	-23%
COC(=O)/C=C(\C)NC(=O)c1cccs1	i	-12%	-9%	19	i	-2%	7%	0%	10%
C=CCC[C@@H](Cc1ccc(F)cc1)C(=O)OC[C@@H](Cc1c[nH]c2ccccc12)NC(=O)[C@@H](CC=C)CC(=O)NCCO	i	-6%	18%	15	i	0%	4%	?	?
Cn1c(/C=C/c2cccc([N+](=O)[O-])c2)nc2ccccc2c1=O	i	0%	10%	4	i	10%	-3%	11%	-37%
Cc1nc2scc(C)n2c(=O)c1S(=O)(=O)N1CCN(c2ccc([N+](=O)[O-])cc2)CC1	-23%	0%	0%	7	i	3%	-4%	28%	-2%
COc1cc(NC(=S)NCc2ccc(S(N)(=O)=O)cc2)cc(OC)c1	i	-5%	-10%	-25	i	3%	1%	-5%	5%

Record cards, from the list above:
COc1cc(NC(=S)NCc2ccc(S(N)(=O)=O)cc2)cc(OC)c1 as listed: PTHR1 ag: i; Abeta rescue: -5%; TDP-43 yeast inh: -10%; D3 antag: -25; pAkt inh: i; aSyn yeast inh: 3%; GLP1R ag: 1%; GLP1R inv ag: -5%; FUS suppressor: 5%
CCCCc1cc(=O)oc2c(CN(C)C)c(O)ccc12 as listed: PTHR1 ag: -38%[inhibitor]; Abeta rescue: 2%; TDP-43 yeast inh: -12%; D3 antag: -21; pAkt inh: i; aSyn yeast inh: 1%; GLP1R ag: 7%; GLP1R inv ag: 8%; FUS suppressor: -1%

The list goes on.
SMILES	PTHR1 ag	Abeta rescue	TDP-43 yeast inh	D3 antag	pAkt inh	aSyn yeast inh	GLP1R ag	GLP1R inv ag	FUS suppressor
O=C(C1CCCO1)N1CCN(Cc2nc3ccccc3c(=O)[nH]2)CC1 (stereo unspecified)	-13%[57.5 µM]	8%	-13%	1	i	-1%	-5%	0%	6%
COc1ccc([N+](=O)[O-])cc1Nc1ncnc2ccccc12	i	-11%	22%	-28	i	-8%	-6%	46%[activator]	7%
c1ccc(-c2cn3c(n2)SCC3)cc1	-7%[57.5 µM]	15%	10%	0	i	-12%	1%	-4%	-6%
CC(=O)n1c2c(c3ccccc31)OC(N)=C(C#N)C2c1ccc(C(C)C)cc1 (stereo unspecified)	i	-2%	1%	-25	i	20µM*	10%	-29%	19%
CCOc1ccc(-c2cn3c(n2)sc2cc(C(=O)NCCc4ccc(OC)cc4OC)ccc23)cc1	18%	-6%	13%	.	.	.	.	-5%	-7%
COc1ccccc1NC(=O)CSc1nc2[nH]ncc2c(=O)[nH]1	i	-6%	-25%	-16	i	0%	0%	22%	11%
O=C1NC(=S)SC1=C1CCCC1	i	2%	-11%	-27	i	-14%	-16%	3%	31%
CCN(CCn1cccn1)Cc1c(C(=O)N2CCCCCCC2)nc2ccc(Cl)cn12	i	-12%	11%	-4	i	-9%	8%	-5%	3%
Cc1ccccc1Nc1c(-c2cccnc2)nc2ccc(Cl)cn12	-2%	-22%	-7%	.	.	.	.	?	-2%
CCOC(=O)n1cc(C(=O)c2ccccc2O)cn1	-2%	-45%[inhibitor]	-18%	8	i	0%	2%	-3%	3%
Nc1nonc1C(=O)NCCN=Cc1ccccc1O	-22%[57.5 µM]	13%	6%	64	i	-1%	-15%	-3%	7%
CCOc1ccc(Nc2cc(C)nc3ccc(C)cc23)cc1	-24%	-19%	-20%	-5	i	3%	0%	?	7%
CCOC(=O)C1CCCN(Cc2cc(=O)oc3cc(C)c(C)cc23)C1 (stereo unspecified)	-27%	-4%	10%	-24	i	5%	22%	4%	-4%

Not all compounds are listed (hit frequency here may not be typical).
